Lipid droplet: modulators of hepatic lipid droplet formation. 240,000 compounds, 0.4% hits. inhibition, % at 6.5 µM. AML12 mouse hepatocytes, oleate lipid droplets, BODIPY imaging;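 active = lipid droplet intensity inhibited by at least 50%, with more than 500 cells counted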
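Material – mouse AML12 hepatocyte cell line, fixed after treatment · Compound dosing – one dose, 6.5 µM compound · Times – compound with oleate, overnight · Measured by – Image-based BODIPY and DAPI two-channel analysis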
Ins promoter up: MIN6 insulin promoter up-regulation. MIN6 insulin promoter-GFP reporter, high-content imaging; hits give high values. 190,000 compounds, 0.3% hits. z-score at 5 µM;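 active = z-score above 3 at 5 µM with at least 500 cells counted in the well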
MT stabilize HCS: microtubule stabilizers in HeLa cells | HeLa tubulin immunostaining HCS, 24 h; share of cells brighter than vehicle mean+2SD | % tubulin-high responders, % at 10 µM | 200,000 compounds, 0.83% hits | AID 2205;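 active = plate Z-score above 3 for both tubulin-high and condensed-nucleus cell shares, with cell loss under 80%, at 10 µM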;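 also: anti alpha tubulin signal scored within the nucleus-defined area of each cell; some results filed as inactive read as strong as hits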
HEK293 NOD2/NF-kB: NOD2 signaling inhibitors, cell-based, luminescence, uHTS, HEK293 (AID 1566); HEK293 NOD2/NF-kB luciferase reporter, luminescence; higher % means a stronger effect; inhibition, % at 4 µM; hits with a dose series show EC50 in µM; 290,000 compounds, 0.63% hits; in the data active = inhibition above about 50%; also: many of its hits are not listed in these tables
Dynein cargo inh: blocks dynein driven cargo transport along microtubules; 3617.4 mouse cells, GR-EGFP nuclear translocation imaging; test concentration mostly 20 µM; stimulated with dexamethasone, 1 µM; hits give low values; z-score, hits read low; 220,000 compounds, 0.47% hits;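 active = plate z-score of nuclear minus cytoplasmic receptor signal below a set negative limit, without overly bright fluorescence or cell loss, cut at about -3.5 in these data, passing the limit was not always enough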;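 also: z-score of nuclear minus cytoplasmic ring GR-EGFP intensity difference per well; some compounds called inactive have numbers as strong as hits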
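Also added: dexamethasone, 1.0 µM final. Medium: tet-free, stripped-serum medium. Detection: fixed, Hoechst-stained cells imaged at 10x for EGFP. Read-out: nuclear-to-cytoplasmic GR-EGFP distribution per well. Times: induction 48 h, compound 1 h, agonist 30 min.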
Autophagy HCS: autophagy modulation, high-content screen. MEF GFP-LC3 puncta imaging; test concentration mostly 10 µM. calls only at 10 µM (by protocol). 190,000 compounds, 0.98% hits;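 active = percentage of spot-positive cells more than 3 SD above its plate mean, without a fluorescence outlier flag or 80% toxicity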;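 also: spot-positive cell cutoff set from DMSO-treated cells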
b-catenin transl: alters nuclear translocation of beta-catenin in HeLa cells; immunofluorescence imaging; nuclear translocation activity, % at 5 µM; 190,000 compounds, 0.3% hits; AID 1665;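 active = nuclear translocation activity above 50% at 5 µM, with a well cell count of 50 or more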;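 also: per-cell ratio of nuclear to cytoplasmic median beta-catenin stain intensity; plate controls were DMSO negative control for no effect and GSK-3 inhibitor IX positive control for full effect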
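Test system: HeLa cells, endogenous beta-catenin; Compound: single 5 µM dose plus 0.02–20 µM confirmation series; Times: compound exposure 24 h at 37°C; Signal: fluorescence imaging of beta-catenin antibody stain plus DAPI; Read-out: % activation, nuclear-to-cytoplasmic median beta-catenin signal ratio per cell.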
Yfh1-off respiration: mitochondrial function rescue without frataxin homolog – Friedreich's ataxia, plus single-dose screen, dose response (AID 1465); S. cerevisiae Yfh1-off respiration, WST-1 reduction, 72 h; higher fold induction means a stronger effect; fold induction at 50 µM; hits with a dose series show EC50 in µM; 220,000 compounds, 0.074% hits;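 active = fold induction of absorbance versus untreated yeast above a set limit, then at least 30% activation at any dose in follow-up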;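 also: activators that raise dye reduction in frataxin-depleted yeast; strong numbers were not always called active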
WT yeast gro inh: growth inhibition of WT yeast, mitochondrial fusion screen; 190,000 compounds, 2.1% hits; mitochondrial fusion phenotypic screen, WT strain; inhibition, % at 10 µM; in the data active = inhibition above about 58%; tested in S. cerevisiae
WT yeast gro inh mutant strain: second read-out of WT yeast gro inh, no call of its own (marks repeat the call); inhibition, %; mitochondrial fusion phenotypic screen, mutant strain inhibition
Dynein cargo inh cytoplasmic EGFP: further read-out of Dynein cargo inh, marked with its call; z-score; measured here: cytoplasmic GR-EGFP intensity; hits give high values
Dynein cargo inh nuclear GR-EGFP: recorded beside Dynein cargo inh, whose call it bears; z-score; measured here: nuclear GR-EGFP intensity;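 lower value marks the stronger effect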
Dynein cargo inh cell count: recorded beside Dynein cargo inh, whose call it bears; z-score; measured here: cell count per field
Ins promoter up cell count: also measured in Ins promoter up; calls as there; cell count; measured here: cytotoxicity, nuclei count;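 total cells summed across four imaged fields per well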
Lipid droplet cells 6.5 µM: recorded beside Lipid droplet, whose call it bears; cell count; measured here: cell count, cytotoxicity flag;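 cells counted across two imaged fields per well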
b-catenin transl cell count 5 µM: second read-out of b-catenin transl, no call of its own (marks repeat the call); cell count; measured here: cell count, cytotoxicity flag
MT stabilize HCS Hoechst-high %: further read-out of MT stabilize HCS, marked with its call; % Hoechst-high responders; measured here: nuclear condensation Hoechst responders;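 share of cells brighter than vehicle mean plus two SD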
MT stabilize HCS cytotoxicity %: recorded beside MT stabilize HCS, whose call it bears; toxicity, %; measured here: cytotoxicity by cell density;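 0% = mean cell density of plate MIN control wells and 100% = no cells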
Autophagy HCS cell loss 18 h: also measured in Autophagy HCS; calls as there; toxicity, %; measured here: cell loss, nuclei count;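 cell loss after 18 h compound exposure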
The depositor's hits bear a star; i = inactive; / = not tested or not shown. These rows are one share of the data; rates above refer to the full screens.

Compound	Lipid droplet	Lipid droplet cells 6.5 µM	Ins promoter up	Ins promoter up cell count	MT stabilize HCS	MT stabilize HCS Hoechst-high %	MT stabilize HCS cytotoxicity %	HEK293 NOD2/NF-kB	Dynein cargo inh	Dynein cargo inh cytoplasmic EGFP	Dynein cargo inh nuclear GR-EGFP	Dynein cargo inh cell count	Autophagy HCS	Autophagy HCS cell loss 18 h	b-catenin transl	b-catenin transl cell count 5 µM	Yfh1-off respiration	WT yeast gro inh	WT yeast gro inh mutant strain
O=C(c1cc(F)c(F)cc1Cl)N1CCOCC1	/	/	0.36	1022	2.4	1.8	8.9	-5.4%	-0.181	-0.193	0.209	-0.409	i	0.8	-0.5	1142	i	-7.2	7.3
Oc1cccc(/C=N/Nc2ncnc3c2ncn3Cc2ccccc2)c1	3.6	681	-0.19	1305	1.8	2.8	2.5	-43.6%	1.06	-0.127	1.13	-0.91	i	1.7	-0.3	1074	i	8.1	11.9
COc1cccc(CN(C)C(=O)c2ccc3nccnc3c2)c1	-6.1	749	-0.34	810	1.0	1.7	17.5	26.6%	0.054	0.708	0.187	-0.257	i	-4.5	/	/	i	4.2	19.3
CCN(CC)S(=O)(=O)c1ccc2c(c1)nc(CCC(=O)O)n2CC	14.9	695	-0.63	1309	2.3	1.9	4.1	16.7%	-0.465	-0.169	-0.601	0.884	i	17.8	-3.2	1075	i	0.1	-9.4
Cc1nnc(Sc2cc(C(=O)NCCCN(C)Cc3ccccc3)c3ccccc3n2)s1	-16.6	497	-0.02	1401	3.3	2.0	0.5	7.3%	0.282	-0.103	0.176	-0.253	i	6.6	-1.6	1066	i	-4.3	-0.8
NS(=O)(=O)c1ccc(CCNC(=O)CCCCCNc2nc(=S)[nH]c3ccccc23)cc1	0.0	705	-0.12	1429	5.9	1.9	14.6	10.0%	0.993	-0.0487	0.777	-1.12	i	11.2	-0.1	1142	i	-13.6	-17.8
CCOC(=O)C1=C(C)NC(=O)NC1c1ccc(OCCO)c(OC)c1 (stereo not drawn)	27.0	671	-0.07	1201	2.2	0.4	28.8	10.5%	-0.356	-0.0251	0.351	-0.467	i	3.4	1.1	1062	i	-1.3	-24.5
COc1ccc(-c2ccc(SCC(=O)NCC3CCCO3)nn2)cc1OC (stereo not drawn)	-1.1	698	0.43	1095	2.5	1.5	7.5	-9.1%	0.0792	-0.239	-0.316	0.348	i	-4.9	-1.0	1043	i	-1.4	0.1
O=C(N/N=C/c1ccc(-c2cccc(C(F)(F)F)c2)o1)c1ccccc1Br	/	/	0.03	1624	2.5	1.4	6.2	2.0%	0.0503	-0.0297	0.0406	-0.00976	i	-3.4	-0.2	1370	i	-3.3	-2.1
COc1cc([C@@H]2[C@H]3CNCC=C3C(C#N)=C(N)C2(C#N)C#N)ccc1OC(C)C	20.8	712	/	/	4.5	2.1	6.4	-0.3%	2.15	6.93	3.19	-2.28	i	26.4	/	/	i	-9.2	1.3
COc1ccc(OCCC(=O)Nc2nccs2)cc1	6.2	680	-0.03	1389	3.6	2.5	10.5	-18.4%	-0.819	-0.268	0.208	-0.128	i	-6.4	-0.5	1521	i	4.0	19.0
CC1CCN(CCOc2cc(Cl)ccc2Cl)CC1	/	/	/	/	3.3	1.6	0.4	-6.6%	1.64	0.142	0.944	-1.42	i	0.3	/	/	i	18.1	-21.4
CC(C)(C)S(=O)(=O)/C(C#N)=C/c1sccc1C1OCCO1	1.2	691	0.44	1462	/	/	/	12.1%	1.59	-0.0612	0.617	-0.912	/	/	1.9	1050	i	/	/
COc1cccc(-c2cc(C(=O)Nc3cnn(Cc4ccc(F)cc4)c3)no2)c1	/	/	-1.1	1349	2.9	1.9	1.8	20.2%	-0.345	-0.196	-0.0563	0.712	i	-11.1	-4.1	1071	i	-19.6	-10.3
CCOc1ccc(CCNC(=O)C2CCC(=O)N2C2CCCCC2)cc1OCC (stereo not drawn)	/	/	-0.22	1574	6.7	2.2	8.4	16.1%	1.63	-0.283	1.03	-1.18	i	9.3	-0.1	1313	i	20.3	17.5
Cc1nnsc1-c1onc(C)c1C(=O)Nc1cc(Cl)cc(Cl)c1	-20.7	534	/	/	/	/	/	35.7%	0.0388	-0.103	0.129	0.111	/	/	0.5	1309	i	/	/
Cc1cc(C)c([C@@H]2C[C@H]3CN(C4CCCC4)C(=O)[C@]34CCCN24)c(-n2cccn2)c1	1.0	634	1.06	1037	/	/	/	-30.9%	0.43	-0.271	0.28	0.219	/	/	-0.8	1352	i	/	/
CCOC(=O)C1=C(Cn2cnc3ccccc32)NC(=O)NC1c1ccc(Cl)cc1 (stereo not drawn)	-3.5	755	0.45	1005	1.1	0.9	6.7	8.1%	0.117	-0.228	-0.0577	0.208	i	-8.7	-0.2	1050	i	4.1	0.8
CC(=O)Oc1ccc2ccccc2c1C(NC(=O)Cc1ccccc1)c1ccc(Cl)cc1 (stereo not drawn)	/	/	0.95	1528	1.9	1.6	4.4	-1.4%	0.359	-0.173	0.713	0.114	i	6.7	0.1	1371	i	14.7	-6.3
O=C(COc1cccnc1[N+](=O)[O-])N1CCc2ccccc21	3.0	686	-0.71	1262	2.5	3.2	1.2	12.3%	0.919	-0.361	-0.172	-0.178	i	1.1	0.8	1033	i	-2.8	5.8
Cc1ccc(N=C2NC(=O)/C(=C/c3cccnc3)S2)c(C)c1	-4.5	734	0.26	1104	/	/	/	-55.6%	0.074	-0.028	-0.0303	-1.77	/	/	0.3	1360	i	/	/
N#C/C=C(/N)c1ccc(Br)cc1	-0.6	648	-0.14	1621	1.9	2.0	0.6	-3.2%	-0.28	0.0396	-0.419	0.107	i	-8.5	0.9	1031	i	13.1	25.2
COc1ccc(N(CC(=O)Nc2cccc(C)c2C)S(=O)(=O)c2c(C)[nH]c(=O)[nH]c2=O)cc1	3.3	727	0.12	1027	/	/	/	-14.8%	1.48	-0.251	1.26	-0.409	/	/	-0.1	1355	i	/	/
O=C(Nc1cc(S(=O)(=O)N2CCOCC2)ccc1Cl)c1cc(=O)c2ccccc2o1	-7.4	705	1.14	1601	1.7	1.1	3.1	16.0%	0.656	0.274	0.0256	-0.563	i	6.0	0.4	904	i	11.8	-4.8
COC(=O)Cn1cnc2sc3c(c2c1=O)CCCC3	15.1	677	0.59	1279	4.0	1.8	7.3	6.8%	-0.108	-0.317	-0.362	0.628	i	16.2	0.9	1074	i	-20.3	-5.0
Cc1ccc(NC(=O)CCC(=O)NNC(=O)c2ccccc2)c(C)c1	-0.4	630	0.07	1455	1.6	1.6	4.5	27.2%	-0.84	0.245	-0.587	0.537	i	-7.2	0.6	1517	i	0.8	-28.5
CCN(CC)CCCNC(=O)C1CCC(=O)N(c2ccc(OC)cc2)C1c1ccc(F)cc1 (stereo not drawn)	/	/	0.15	1503	4.0	1.1	3.5	1.7%	-0.00831	-0.338	0.0407	0.166	i	-65.3	-0.9	1384	i	10.4	-5.4
Nc1nc(N)c(N=Nc2ccc(S(N)(=O)=O)cc2)c(=O)[nH]1	0.8	740	-0.08	1376	/	/	/	-4.9%	-0.423	-0.176	-0.274	0.138	/	/	-2.8	1147	i	/	/
CCOC(=O)CSc1nnc2n(Cc3ccccc3)c(=O)c3c4c(sc3n12)CCC4	/	/	0.03	960	2.4	3.7	6.2	9.9%	1.56	-0.261	0.729	-0.357	i	24.9	-0.5	1201	i	-6.2	-22.1
CCN1CCN(c2ncc3c(n2)CC(c2ccc(OC)c(OC)c2)CC3=O)CC1 (stereo not drawn)	/	/	-2.35	741	23.2	7.4	34.4	6.5%	3.81	-0.173	1.65	-1.63	i	8.9	-1.3	1020	i	0.4	-16.4
Cc1ccccc1N=Nc1c(C)[nH]n(C(N)=S)c1=O	1.9	635	-9.54	501	4.0	3.0	0.2	11.6%	-0.195	-0.312	-0.466	0.298	i	10.2	/	/	i	61.2*	57.4*
Brc1ccc(-c2csc3ncnc(-n4nnc5ccccc54)c23)cc1	-59.8	701	0.02	1091	4.3	1.3	6.3	-34.5%	0.00848	-0.252	-0.155	-0.506	i	5.5	1.6	433	i	33.0	0.7
CC(=O)Nc1nc(C=C(Cl)Cl)cs1	6.7	751	0.08	1207	5.6	2.5	6.7	-0.9%	-0.596	-0.193	-0.109	0.768	i	8.8	0.3	1140	i	1.9	2.7
CC(C)NCC(O)COCCOc1ccc(C(C)(C)C)cc1 (stereo not drawn)	15.8	706	-0.5	1508	5.8	2.2	8.1	-7.0%	1.24	-0.0898	0.781	-0.323	i	13.8	-0.2	1085	i	-5.0	-1.8

Two of these compounds in another layout:
Order of results – Lipid droplet | Lipid droplet cells 6.5 µM | Ins promoter up | Ins promoter up cell count | MT stabilize HCS | MT stabilize HCS Hoechst-high % | MT stabilize HCS cytotoxicity % | HEK293 NOD2/NF-kB | Dynein cargo inh | Dynein cargo inh cytoplasmic EGFP | Dynein cargo inh nuclear GR-EGFP | Dynein cargo inh cell count | Autophagy HCS | Autophagy HCS cell loss 18 h | b-catenin transl | b-catenin transl cell count 5 µM | Yfh1-off respiration | WT yeast gro inh | WT yeast gro inh mutant strain
Brc1ccc(-c2csc3ncnc(-n4nnc5ccccc54)c23)cc1
→ -59.8 | 701 | 0.02 | 1091 | 4.3 | 1.3 | 6.3 | -34.5% | 0.00848 | -0.252 | -0.155 | -0.506 | i | 5.5 | 1.6 | 433 | i | 33.0 | 0.7
CC(=O)Nc1nc(C=C(Cl)Cl)cs1
→ 6.7 | 751 | 0.08 | 1207 | 5.6 | 2.5 | 6.7 | -0.9% | -0.596 | -0.193 | -0.109 | 0.768 | i | 8.8 | 0.3 | 1140 | i | 1.9 | 2.7

Screening results: PubChem, several laboratories
